HSP90 inh = HSP90 refolding inhibition in rabbit reticulocyte lysate. luciferase refolding luminescence, 3 h. inhibition, % at 5.6 µM. AID 1789. 0.91% of 290,000 active;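 active means inhibition above the screen-wide mean plus 3 SD, computed separately per campaign, cut at about 16% in these data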;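 further: 0% = DMSO wells and 100% = 60 µM geldanamycin wells; inhibitors lower the luminescence because luciferase stays unfolded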
HSF1 inh = HSF1 inhibition. NIH3T3-HGL HSE-luciferase, MG132-induced, luminescence 8 h; active compounds read low. activity change, negative = inhibition, % at 7.5 µM (by protocol). 0.77% of 300,000 active;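 active means more than half of replicate wells show activity change below -50%, luminescence cut by over half; inconclusive means some wells, but at most half, below -50%; inactive means no replicate well below -50%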;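 further: luciferase reports HSF-1 transcriptional activity via heat shock element; 0% = median of DMSO wells and -100% = zero luminescence signal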
HDAC3 inhib = inhibitors of human histone deacetylase 3; inhibition, % at 8.3 µM; O15379; 0.15% of 320,000 active; recombinant HDAC3, fluorogenic peptide/trypsin coupled, fluorescence; AID 2718; in the data active means inhibition above about 26%, passing the limit was not always enough; inconclusive means no clear call, values can overlap the other calls
Target sequence (O15379 whole entry, looked up): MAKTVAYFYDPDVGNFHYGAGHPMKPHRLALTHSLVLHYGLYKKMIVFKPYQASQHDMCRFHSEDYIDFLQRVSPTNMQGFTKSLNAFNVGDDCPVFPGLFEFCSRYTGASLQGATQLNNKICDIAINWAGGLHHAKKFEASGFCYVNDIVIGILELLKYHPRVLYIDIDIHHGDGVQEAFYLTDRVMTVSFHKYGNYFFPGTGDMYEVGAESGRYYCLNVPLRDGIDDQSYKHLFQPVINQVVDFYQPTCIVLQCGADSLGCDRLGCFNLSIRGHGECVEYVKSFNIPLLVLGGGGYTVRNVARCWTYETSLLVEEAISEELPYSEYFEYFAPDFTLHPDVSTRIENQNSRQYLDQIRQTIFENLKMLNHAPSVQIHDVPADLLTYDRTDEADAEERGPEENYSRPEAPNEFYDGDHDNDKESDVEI
HSF-1 act = increases HSF-1 driven luciferase reporter signal. NIH3T3-HGL HSF-1 luciferase reporter, MG132, 8 h; 100% = twice DMSO control signal. 1.7% of 300,000 active. activation, % at 9 µM;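 active means mean replicate activation of at least 50% with a set share of replicates each reaching 50%; inconclusive means only one of those two conditions met; inactive means mean below 50% and too few replicates reaching it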;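 further: 0% = median of the neutral control wells and 100% = twice that signal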
AI-2 QS mod = modulators of Vibrio harveyi AI-2 quorum sensing system; Vibrio harveyi JMH597 AI-2 luminescence/OD600 ratio, 9 h; active compounds read low; strain lacks LuxN and CqsS sensors; 0 = neutral-control median; activity change, % at 7.5 µM; 0.4% of 300,000 active; in the data active means activity change below about -75%, passing the limit was not always enough; inconclusive means no clear call, values can overlap the other calls;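 further: luminescence divided by OD600 gain over 9 h not by final OD600 alone; inactives centre near 13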
Platelet DG rel = platelet dense granule release activity; human platelet-rich plasma, SFLLRN dense granule ATP release, luminescence; inhibition, %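 (compounds screened at 7.5 µM in platelet-rich plasma)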; 0.22% of 300,000 active;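 active means mean replicate score, as percent of positive control, at or above 50; inconclusive means mean below 50 but at least one replicate at or above 50; inactive means mean and every replicate below 50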
aSyn 5UTR inh = 5' untranslated region of α-synuclein, MLPCN primary screen. alpha-synuclein 5'UTR reporter, inhibitor activity. inhibition, % (tested at 7.5 µM). 0.82% of 300,000 active. AID 1813; in the data active means inhibition above about 60%; inconclusive means no clear call, values can overlap the other calls;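 further: H4 neuroglioblastoma cells stably carrying SNCA 5'UTR luciferase fusion; 0% = DMSO wells and 100% = positive control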
KLF5 inhibitor = kruppel-like factor 5 inhibition | DLD-1 KLF5 promoter-luciferase reporter, luminescence | AID 1700 | inhibition, % at 5 µM | 0.23% of 290,000 active;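 active means inhibition above a per-plate limit of that plate's mean compound inhibition plus 3 SD, cut at about 60% in these data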;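 further: 0% = DMSO wells and 100% = LY294002 at 200 µM; higher means less KLF5 promoter-driven luciferase light; inactives centre near -14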
IEC-6 tox = kills IEC-6 intestinal cells in KLF5 counter-screen. IEC-6 cytotoxicity, luminescence viability. inhibition, % at 5 µM. 0.78% of 290,000 active. AID 1825; in the data active means inhibition above about 22%;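 further: 0% = plate median of test compound wells and 100% = cytotoxic reference compound wells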
HIF activator = HIF pathway transcriptional activation. U2OS HRE-luciferase reporter, luminescence; normalized: DMSO 0%, desferrioxamine 100%. activation, % at 7.5 µM (by protocol). 0.32% of 300,000 active. AID 1910;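 active means mean activation of at least 10% of the iron chelator positive control signal, with at least half of replicates also reaching 10%; inconclusive means mean and replicate majority disagree about reaching 10%; inactive means mean and most replicates under 10%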
Numbers without * were called inactive; ? = inconclusive; nt = not tested or not shown.

SMILES | HSP90 inh | HSF1 inh | HDAC3 inhib | HSF-1 act | AI-2 QS mod | Platelet DG rel | aSyn 5UTR inh | KLF5 inhibitor | IEC-6 tox | HIF activator
CSc1cccc(NC(=O)C2CCN(S(C)(=O)=O)CC2)c1 | 4 | nt | -3 | nt | 15 | 9 | 16 | -3 | 0 | -0.4
O=C1CSC(=S)N1/N=C/C=C/c1ccccc1 | 7 | -2 | -5 | 8 | 40 | -2 | -6 | 3 | 0 | 1.0
COc1ccc(-c2c(C(F)(F)F)nn(C)c2NC(=O)CSCC(=O)O)cc1 | -2 | -3 | -8 | -14 | -1 | 4 | 18 | -19 | -1 | 0.0
CCOc1cc(/C=N/NC(=O)Cn2nc([N+](=O)[O-])cc2C)cc(Br)c1OCc1ccccc1F | 4 | 14 | 0 | 9 | 20 | -10 | 39 | -13 | 2 | -0.9
COC(=O)C1Cc2c([nH]c3ccccc23)CN1C(C)=O (stereo not drawn) | 2 | -2 | 1 | -19 | -1 | 1 | 15 | 1 | -1 | 0.0
N#CCCN1CCC(NC(=O)OCc2ccccc2)CCC1=O (stereo not drawn) | -3 | -7 | 1 | 9 | -8 | 0 | 12 | -42 | 4 | 0.9
O=C(NCc1ccccc1)c1ccc(-c2ccc(F)cc2)o1 | 5 | 14 | -6 | 3 | 15 | -2 | -40 | -33 | 1 | 1.1
Cc1ccc(-c2c3c(=O)n(C)c(=O)n(C)c3cn2Cc2ccccc2)cc1 | 2 | 5 | 2 | 0 | 5 | 3 | -27 | -31 | -1 | 0.1
CCC(C)n1ncn(-c2ccc(N3CCN(c4ccc(O)cc4)CC3)cc2)c1=O (stereo not drawn) | -2 | -4 | 4 | 1 | 19 | 9 | 73* | 57 | 4 | -0.1
CCCSc1nc2c3c(sc2c(=O)[nH]1)CC(C)(CC)OC3 (stereo not drawn) | 2 | 0 | -2 | 18 | 9 | 2 | 22 | -2 | -5 | -0.2
C/C(=N\NC(=O)c1cccs1)c1ccncc1 | -3 | 13 | 0 | ? | 10 | 1 | -19 | -51 | 0 | 3.3
Cn1c(SCc2ccccc2)nnc1-c1cccs1 | -2 | 5 | -7 | 2 | -27 | 8 | -147 | -58 | -2 | 3.1
O=C(NC(CO)Cc1ccc([N+](=O)[O-])cc1)C(Cl)Cl (stereo not drawn) | 3 | -1 | -2 | -1 | 12 | -2 | -5 | -19 | 2 | -0.5
CC(C(=O)OCc1nnc(-c2ccccc2)o1)N1C(=O)c2ccccc2C1=O (stereo not drawn) | 6 | 5 | 8 | 30 | 18 | 3 | -41 | -11 | 3 | 0.8
O=C(O)C/C=C(/NC(=O)OCc1ccccc1)C(=O)OCc1ccccc1 | 3 | -1 | 5 | 7 | 23 | 12 | -9 | 9 | 7 | -0.6
Cc1onc(-c2c(Cl)cccc2Cl)c1C(=O)NCCc1ccncc1 | 0 | -3 | -5 | -2 | 28 | -9 | -9 | -8 | -3 | -0.5
CCC1Cc2c(nc(N)c3c(N)nc(N4CCCCC4)c(C#N)c23)O1 (stereo not drawn) | -4 | -6 | -19 | -16 | 31 | 2 | -21 | -17 | 16 | 0.9
COC(=O)c1cccc(N(C(=O)c2ccco2)C(C(=O)NC2CCCC2)c2ccco2)c1 (stereo not drawn) | -1 | -2 | -8 | -2 | 33 | 0 | 5 | -5 | -4 | 0.0
CN(C)C(CNc1ncnc2sccc12)c1cccs1 (stereo not drawn) | 1 | -6 | -14 | 8 | 43 | 1 | -45 | -3 | 2 | 0.1
COc1cc(C(=O)NCC(c2cccnc2)N2CCN(c3ccccc3)CC2)cc(OC)c1OC (stereo not drawn) | -1 | -6 | nt | -22 | 16 | -4 | -12 | -22 | 4 | 0.3
COc1ccnc(CSC(N)=Nc2cccc(C(F)(F)F)c2)c1 | -3 | 13 | 1 | 19 | 22 | -21 | -81 | -7 | -2 | 0.5
CCCOc1ccc2nc(C)c(CCC)c(SC(=N)N)c2c1 | 3 | 0 | 0 | -10 | 8 | 1 | 7 | 18 | -2 | -1.7
Cc1ccc(C)c(S(=O)(=O)NCCCc2ccccc2)c1 | -2 | 3 | ? | 3 | nt | 2 | -29 | -26 | -2 | -4.2
COc1ccc(Br)cc1CNc1ccccc1 | 2 | -5 | -6 | 12 | 0 | 2 | 27 | -45 | -2 | 1.0
COc1ccc([N+](=O)[O-])cc1NCC(=O)c1ccc(C)cc1 | 12 | -6 | 0 | -5 | -6 | -4 | 9 | 17 | 12 | 3.0
CC(C)C(=O)N1N=C(c2ccc(NS(C)(=O)=O)cc2)CC1c1cccs1 (stereo not drawn) | -4 | nt | -66 | nt | 29 | 5 | 3 | -9 | -1 | nt
O=C(CSc1nc2ccc(Nc3nc(N4CCOCC4)nc(N4CCOCC4)n3)cc2s1)Nc1ccccc1Cl | -2 | 11 | -6 | 29 | 23 | 5 | 6 | -28 | -5 | -0.4
COc1ccc(CNC(=O)COC(=O)/C=C/c2ccc(Cl)cc2)cc1 | -5 | -9 | 3 | -3 | 1 | 17 | 27 | -32 | -2 | 0.4
Oc1ccc(/C=C/c2ccc3ccccc3n2)cc1 | 24* | -20 | 3 | -34 | -6 | 90* | 90* | 78* | 26* | -6.4
CC(C)OC(=O)c1cc(C(=O)c2cc(F)ccc2O)coc1=N | 9 | -20 | -2 | -37 | 16 | 3 | -8 | -15 | 4 | 1.2
Cc1ccc(-n2c(=S)[nH]c3[nH]ncc3c2=O)cc1 | -2 | -5 | 6 | -5 | 26 | -5 | -4 | -7 | -1 | -0.3
CC(=O)Nc1sc2c(c1C(c1cccs1)N1CCOCC1)CCCC2 (stereo not drawn) | 1 | nt | 1 | nt | 18 | -1 | 25 | -8 | 4 | 0.0
O=C(COc1ccc(S(=O)(=O)N2CCCCC2)cc1)N1CCOCC1 | -3 | -1 | -4 | -2 | 19 | 1 | -3 | -24 | -4 | -0.3
O=C(CN1CCc2cc3c(cc2C1)OCCCO3)Nc1cccc(Br)c1 | 3 | -1 | 7 | -8 | 4 | -5 | -2 | -6 | -5 | -0.3
CC(C)Cc1cc(C(=O)Nc2cccc(O)c2)no1 | 39* | 8 | nt | 21 | -28 | 43 | -32 | -48 | 3 | -0.4
Cc1cnn(Cc2ccccc2)c1N | 2 | 12 | -3 | 9 | 11 | 6 | -8 | 3 | -3 | 0.2
CC1(C)CC(=O)C/C(=N/NC(=O)C2CCN(S(=O)(=O)c3cccs3)CC2)C1 | -3 | -2 | 6 | 8 | 7 | 2 | 9 | -4 | -2 | -0.3
CC(=O)c1ccc(NC(=S)N2CCN(C(=S)Nc3ccc(C(C)=O)cc3)C(C)C2)cc1 (stereo not drawn) | 10 | -12 | -2 | -18 | 13 | 3 | 19 | -1 | -2 | 0.9
C=C(C)CNC(=S)N1CCN(C(c2ccccc2)c2ccccc2)CC1 | -4 | -9 | 4 | -5 | 10 | -6 | 1 | -1 | -6 | -1.3
Cc1nc2nc(COc3ccccc3)[nH]n2c(=O)c1Cc1ccccc1 | 3 | -2 | 2 | 6 | 0 | 9 | 1 | 9 | 5 | 0.2
CCOC(=O)c1ccc2[nH]c(C)c(CCC(C)=O)c(=O)c2c1 | -1 | -3 | -1 | 8 | 20 | -5 | -23 | -21 | -1 | 0.0
O=C(c1cccs1)N1CCN(S(=O)(=O)c2ccccc2)CC1 | -2 | -5 | -6 | 1 | 16 | 0 | 3 | 6 | 9 | 0.1
CCCCn1c(=O)c(CCC(=O)O)nc2ccccc21 | 6 | -7 | -2 | -10 | 19 | 9 | -12 | -15 | -1 | -1.1
COCC(=O)Nc1cc(C(=O)NCCc2ccccc2)ccc1Cl | 13 | 11 | nt | 23 | 34 | -9 | 7 | -80 | 1 | -1.0
CCCCN(C(=O)CC(c1ccccc1)c1ccccc1)c1c(N)n(CCC)c(=O)[nH]c1=O | 6 | -2 | -1 | 35 | 25 | 0 | 11 | 5 | -5 | 0.1
Cc1nc2ccc(NC(=O)c3ccccc3)cc2s1 | -2 | 14 | 0 | 14 | 10 | -3 | -106 | -94 | -1 | 2.1
Fc1ccc(NC(=S)N2CCCCC2)cc1 | 0 | 22 | 0 | 34 | 9 | 3 | 25 | -20 | -2 | -0.3
O=C(CCCC(=O)OCC1CCCO1)OCC1CCCO1 (stereo not drawn) | 5 | -10 | 3 | 2 | 0 | 0 | 4 | -11 | -1 | -0.1
CC(C)CCNC(=O)C(NS(=O)(=O)c1ccc2c(c1)c(=O)n(C)c(=O)n2C)c1ccccc1 (stereo not drawn) | -2 | -9 | -5 | -1 | 5 | 20 | 7 | -6 | -4 | -0.1
O=C(NCc1ccco1)c1ccc(S(=O)(=O)N2CCCCC2)cc1 | 1 | -38 | -1 | -51 | 36 | -1 | 8 | 0 | 2 | -0.3
COc1ccc(C(=O)Nc2cccc(-c3ccc(N4CCOCC4)nn3)c2)cc1 | nt | 14 | -7 | 25 | 15 | 17 | -69 | nt | nt | 3.0
COc1ccc(NC(=O)Oc2cc(C)ccc2C(C)C)cc1 | 0 | -10 | 5 | -15 | 8 | -3 | 17 | -7 | -2 | 0.3
CCc1ccc(NC(=S)N2CCNC(=O)C2CC(=O)OC)cc1 (stereo not drawn) | 8 | -14 | 0 | -8 | 70 | -1 | -7 | 10 | -1 | -0.8
O=C1c2ccccc2S(=O)(=O)c2cc(N3CCc4ccccc4C3)ccc21 | nt | 12 | -12 | 14 | 2 | 1 | -180 | nt | nt | 4.0
CCOc1ccc(NC(=O)c2ccccc2O)cc1 | 1 | 59 | 2 | 102* | -4 | 14 | -66 | -165 | -2 | 2.0
Cc1ccc(N2C(=O)[C@@H]3[C@H](C2=O)[C@H]2C=C(C(=O)c4ccccc4)C=CN2[C@@H]3C(=O)c2ccc(Cl)cc2)cc1 | -4 | -1 | -5 | 23 | 4 | 2 | -30 | -22 | -1 | 0.2

Next compounds follow.
SMILES | HSP90 inh | HSF1 inh | HDAC3 inhib | HSF-1 act | AI-2 QS mod | Platelet DG rel | aSyn 5UTR inh | KLF5 inhibitor | IEC-6 tox | HIF activator
Cn1c(SCC(=O)c2ccccc2)nnc1-c1cccc(N)c1 | -4 | 4 | 6 | 1 | 8 | 1 | -62 | -63 | -3 | 0.4
COC(=O)CNC(=O)C(Cc1c[nH]c2ccccc12)NC(=O)Oc1ccccc1 (stereo not drawn) | 0 | -6 | 4 | 13 | 21 | 3 | 17 | -10 | 0 | -0.6
O=C1NC(=O)/C(=C/c2ccc(N3CCOCC3)o2)N1 | 5 | -5 | 12 | 1 | 10 | -2 | -15 | -9 | -6 | -0.4
Cc1nn2c(N3CCCC3)c3c(nc2c1-c1ccccc1)CCC3 | -4 | 4 | -4 | 29 | 30 | 5 | 15 | -11 | 7 | 0.3
CC(=O)N1C2CCCCC2S[C@H]2CCCCC21 (stereo partly drawn) | 2 | -2 | 1 | -8 | 19 | 8 | 20 | 17 | -4 | 1.2
O=C(CCSCc1ccc(Cl)cc1)NCCC1=CCCCC1 | -4 | -5 | 7 | 1 | 10 | -4 | 16 | 17 | 7 | 0.1
CCOC(=O)CSc1ccc(-c2nc3cc(C)c(C)cc3[nH]2)cn1 | 2 | 2 | -2 | -3 | 28 | 1 | -43 | 10 | 0 | 1.0

Screening data (PubChem BioAssay)

Outcome played no part in choosing rows (roughly 5% active in at least one column).
